eIF4E-4G inh: blocks eIF4E binding to eIF4G; P63073+Q04637; TR-FRET eIF4E-eIF4GI(517-606) binding, 2 h; 0.37% of 220,000 active; inhibition, % at 21.7 µM;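 active = inhibition above about 30%, limit read from the data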;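 note: 0% = full FRET control wells and 100% = background wells lacking eIF4GI fragment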
L929 necroptosis: blocks zVAD induced death of L929 cells; L929 zVAD necroptosis rescue, ATP luminescence, 24 h; with zVAD 60 µM; viability rescue, % at 10 µM; 0.38% of 220,000 active; AID 1377;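 active = activation, scaled between plate controls, above about 75%, limit read from the data; inactive = activation under that limit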;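 note: 0% = zVAD with DMSO and 100% = DMSO alone without zVAD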
Cl transport mod: modulates chloride dependent transport by human KCC2. Q9H2X9. KCC2 cells, thallium flux FluoZin-2 fluorescence. B-score of Tl+ flux slope (higher = more flux/activation; lower = inhibition) at 10 µM. 2.2% of 190,000 active;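 active = thallium flux slope and its plate-corrected score both differing from the plate sample mean at a set confidence after two filtering rounds, in either direction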;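 note: slope of fluorescence scaled to starting intensity during 10 to 20 s after thallium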
PERK inhibitor: blocks human PERK kinase. Q9NZJ5. CHO PERK-DD fusion, SEAP luminescence translation reporter. inhibition, % at 5.6 µM. 0.17% of 220,000 active;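 active = inhibition above the mean inhibition of all tested compounds plus 3 SD, set separately per screening campaign, cut at about 2.9% in these data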;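 note: PERK kinase domain activated by AP20187 dimerizer at 100 nM; 0% = DMSO with dimerizer and 100% = rapamycin at 8.4 µM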
Target sequence (Q9NZJ5 whole entry, looked up, the tested form may be a part): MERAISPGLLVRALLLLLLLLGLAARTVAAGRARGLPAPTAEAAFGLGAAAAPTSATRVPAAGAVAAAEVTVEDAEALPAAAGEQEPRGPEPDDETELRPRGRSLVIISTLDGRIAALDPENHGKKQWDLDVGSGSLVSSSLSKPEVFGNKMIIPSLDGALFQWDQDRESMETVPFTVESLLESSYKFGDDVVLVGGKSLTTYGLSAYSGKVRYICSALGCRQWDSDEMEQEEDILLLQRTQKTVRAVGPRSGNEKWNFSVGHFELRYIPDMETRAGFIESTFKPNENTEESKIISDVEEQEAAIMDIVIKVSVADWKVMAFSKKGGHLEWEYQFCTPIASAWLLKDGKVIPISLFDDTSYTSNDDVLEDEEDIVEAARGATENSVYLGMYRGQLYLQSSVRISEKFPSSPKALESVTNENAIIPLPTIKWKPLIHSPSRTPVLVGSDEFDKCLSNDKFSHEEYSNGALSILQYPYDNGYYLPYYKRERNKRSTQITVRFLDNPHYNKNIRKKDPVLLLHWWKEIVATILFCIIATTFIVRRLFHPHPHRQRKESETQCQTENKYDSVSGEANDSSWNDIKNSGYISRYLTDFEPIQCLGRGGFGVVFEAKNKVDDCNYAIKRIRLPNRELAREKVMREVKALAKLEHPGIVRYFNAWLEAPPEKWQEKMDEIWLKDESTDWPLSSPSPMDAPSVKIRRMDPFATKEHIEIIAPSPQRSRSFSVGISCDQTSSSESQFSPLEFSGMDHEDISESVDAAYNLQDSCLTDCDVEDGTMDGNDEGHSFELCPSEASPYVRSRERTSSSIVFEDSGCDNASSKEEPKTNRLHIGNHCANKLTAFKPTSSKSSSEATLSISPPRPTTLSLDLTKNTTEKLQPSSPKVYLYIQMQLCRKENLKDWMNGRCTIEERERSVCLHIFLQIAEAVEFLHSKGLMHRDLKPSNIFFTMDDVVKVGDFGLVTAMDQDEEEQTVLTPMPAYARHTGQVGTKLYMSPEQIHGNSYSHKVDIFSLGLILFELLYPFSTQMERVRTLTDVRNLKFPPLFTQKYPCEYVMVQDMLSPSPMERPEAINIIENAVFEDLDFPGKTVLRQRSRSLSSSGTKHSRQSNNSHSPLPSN
Calpain2 inh: inhibitors of pig calpain II. purified calpain II, fluorogenic peptide substrate, 30 min. inhibition, % at 16 µM. 0.37% of 220,000 active;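 active = inhibition above about 50%, limit read from the data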
EBV gp42 block: blocks Epstein-Barr virus glycoprotein 42 binding; Q1HVG2; Fluorescence polarization binding assay, mP read-out; inhibition, % (tested at 21.74 µM); 0.42% of 220,000 active; AID 1085; in the data active = inhibition above about 50%
TNF death inh: TNF-alpha cell death inhibition in Jurkat FADD-/- cells | Jurkat FADD-/- TNF necroptosis rescue, ATP luminescence, 24 h; 0 = TNF only, 100 = no-TNF cells | activation (protection from cell death), % at 10 µM | 0.068% of 220,000 active | AID 463075;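 active = activation, meaning protection from cell death, of at least 50% relative to plate controls; inactive = activation below 50%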;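 note: necroptosis triggered by 40 ng/mL TNF-alpha added together with compound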
Mdm2 ligase inh: blocks human Mdm2 ubiquitin ligase activity; Q00987; cell-based MDM2 ubiquitination luciferase reporter, 2 h; 0 = plate control, 100 = twice control, blank-subtracted; signal enhancement, % at 5 µM; 0.11% of 210,000 active;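 active = signal enhancement of 30% or more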;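 note: luminescence tracks abundance of the self-degrading MDM2-luciferase fusion protein; higher signal means inhibition of MDM2 E3 ligase activity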
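Material: stable MDM2–luciferase fusion reporter cells / Quantity: 2000 cells/well / Dosing: single 5 µM compound dose, 0.2% final DMSO / Buffer or medium: DMEM / Schedule: 4 h cell settling then 2 h compound exposure, 37 °C / Detection: luminescence with SteadyLite reagent, 15 min at room temperature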
Rad51 HR inh: Rad51 (human) homologous recombination inhibition | hRad51 DNA strand exchange, fluorescence dequenching | 0.085% of 200,000 active | inhibition, % at 10 µM | Q06609;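 active = inhibition above 40% at the single screening dose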;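 note: 0% = DMSO control wells and 100% = blanks with heterologous ssDNA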
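Test system: preformed human Rad51 ssDNA filaments. Compound dosing: single dose, 10 µM final compound. Incubation: filaments 15 min 37 °C, then compound 30 min. Technique: FRET fluorescence dequenching, excitation 485 nm, emission 520 nm. Read-out basis: percent inhibition from fluorescence, normalised to plate control and blank means. Benchmarks: plate controls and plate blanks.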
An asterisk follows results filed as active; i = inactive; nt = no result given; [ ] = remark or other dose.

SMILES | eIF4E-4G inh | L929 necroptosis | Cl transport mod | PERK inhibitor | Calpain2 inh | EBV gp42 block | TNF death inh | Mdm2 ligase inh | Rad51 HR inh
Cc1ccc(NC2=C/C(=N/S(=O)(=O)c3cccs3)c3ccccc3C2=O)cc1 | -4 | 3.8 | 1 | -0.3 | -12 | -30 | -12 | -6 | nt
O=C(O)CSCc1cn2cc(Cl)ccc2n1 | -4[fluorescence artefact?] | 0.5 | -0.01 | -0.5 | -29 | -29 | -0.2 | -19 | -4
CCOC(=O)C1=C(C)Nc2nnnn2C1c1cccnc1 (centres undefined) | 2 | 0.1 | nt | 0.5 | -6 | -18 | -1.1 | -8 | -5
COc1cc(NC(=O)COC(C)=O)c(C)cc1[N+](=O)[O-] | -3 | 0.2 | 0.06 | 0.3 | 0 | -8 | 1.4 | -4 | 3
Cc1oc(-c2cccc(F)c2)nc1CN1CCCCC1CCc1ccccn1 (centres undefined) | 1 | -1.1 | -0.88 | -0.6 | -16 | -8 | 0.8 | 2 | -21
COc1ccc(Cl)c(Cn2c(NCC(C)O)nc3c2c(=O)n(C)c(=O)n3C)c1 (centres undefined) | 3 | -0.3 | nt | -0.1 | 22 | -28 | -1.9 | -7 | 5
Cc1cccc(NC(=O)C2CCCC2)c1 | -2[fluorescence artefact?] | -0.6 | -0.32 | -0.4 | -11 | -9 | 4.4 | -3 | -4
Cc1ccc(CSc2nnc(-c3ccccc3N)c(=O)[nH]2)cc1 | 1 | -0.6 | 0.33 | 0.7 | 0 | -15 | -0.4 | -3 | 3
Cc1ccc2nc3c(cc(C(=O)NCCCn4ccnc4)n3C)c(=O)n2c1 | -13 | 11 | nt | 0.3 | i | 6 | -0.2 | -3 | -2
COc1ccc2sc(N3C(=O)CC(Cc4cccc(C)c4)C3=O)nc2c1 (centres undefined) | 0 | 0.2 | nt | -1.2 | -19 | 4 | -1.6 | -5 | -6
O=C(CC1C(=O)NCCN1C(=O)Nc1ccccc1)Nc1ccc2c(c1)OCO2 (centres undefined) | 1 | -0.1 | -0.51 | 0.4 | -328 | -1 | -1.9 | 8 | -3
COCCCN(C(=S)NC(=O)C12CC3CC(CC(C3)C1)C2)c1c(N)n(Cc2ccccc2)c(=O)[nH]c1=O | -3 | 24 | -0.073 | 0.3 | -20 | -4 | -0.7 | 1 | 10
CCOC(=O)c1ccccc1NC(=O)c1c(F)c(F)c(F)c(F)c1F | 2 | -0.2 | 1.3 | -0.3 | -4 | -18 | -4.0 | -11 | -10
FC(F)(F)COc1cc(-c2nnc(SCc3ccccc3)n2Cc2ccco2)cc(OCC(F)(F)F)n1 | -1 | -0.4 | -0.033 | -1.2 | 22 | -7 | -4.9 | -14 | -5
CCC(=O)O/N=C(\N)c1ccc(Oc2cc(C)c(Cl)c(C)c2)c([N+](=O)[O-])c1 | 3 | 0.9 | i | -0.1 | 4 | -18 | -2.4 | -9 | 16
Cc1ccc(C)c(NC(=O)Cc2coc3cc4c(cc23)CCC4)c1 | 3 | 0.5 | -0.47 | 0.0 | 4 | -13 | 2.1 | nt | nt
CC(C)CN(C(=O)CSc1nncn1-c1ccccc1)c1c(N)n(CC(C)C)c(=O)[nH]c1=O | -1 | 4.9 | 0.28 | 0.4 | -44 | -7 | -0.1 | 4 | -3
CCCC(=O)NNc1cc(=O)c2c(=O)n(C)c(=O)n(C)c2[nH]1 | 5[fluorescence artefact?] | 0.1 | -0.78 | 1.1 | -32 | -5 | -0.3 | -5 | -5
O=C(CCN1C(=O)c2ccccc2C1=O)Nc1ccc(-c2nc3ccccc3o2)cc1 | -15 | 0.1 | 0.83 | 0.3 | -9 | -8 | -1.4 | -19 | nt
COCc1[nH]nc2c1C1(C(=O)Nc3ccc(F)cc31)C(C#N)=C(N)O2 (centres undefined) | 3 | -0.1 | 0.028 | 0.8 | 14 | -10 | -3.5 | -76 | -11
Nc1c(C(=O)Nc2ccc(Cl)cc2)oc2ccccc12 | -4[fluorescence artefact?] | 1.0 | nt | 1.4 | -7 | 13 | -1.2 | -10 | 1
O=C(COC(=O)c1cncc(Br)c1)NC1CCCCCC1 | 0 | 2.1 | -1.5 | 0.3 | -37 | 9 | 1.0 | -10 | 2
CC(=O)Nc1ccc2[nH]c3ccccc3c2c1 | 3 | -0.3 | -2.9 | 0.0 | 13 | 5 | -5.6 | 6 | 1
Cc1nonc1OCC(C)(COc1nonc1C)NC(=O)c1ccc(Cl)cc1 | 1 | -1.4 | -1.1 | -0.5 | 2 | -17 | 0.1 | nt | 1
Cc1ccccc1NS(=O)(=O)c1ccc(OCC(=O)NCc2ccco2)cc1 | -3 | 0.3 | -0.1 | -0.3 | 0 | 3 | -1.9 | 8 | -6
CCN(CC)C(=O)CSc1nnc([C@@H](N)C(C)C)o1 | 3 | 1.1 | -1.6 | 0.4 | -21 | -15 | 4.1 | -15 | 1
CC1CCCCN1C(=O)Cn1nnc(-c2cccnc2)n1 (centres undefined) | -5 | 0.1 | -0.03 | 0.8 | 0 | 46 | 0.1 | 0 | -8
CCN(CC)CCNC(=O)Cn1cnc2sc(C)c(S(=O)(=O)N3CCOCC3)c2c1=O | 4 | 0.3 | 1.7 | 0.1 | 1 | -19 | 1.1 | -3 | -4
CCCNC(=O)Cn1c(-c2ccc(F)cc2)cc(C(=O)OCC)c1C | 2 | -0.5 | 0.26 | 0.7 | -12 | -31 | 0.9 | -9 | -55
O=C(Nc1cc(=O)[nH]c2nc(-c3ccccc3)nn12)c1ccccc1Cl | -5 | 1.2 | -3.2* | 1.2 | 9 | -30 | 0.2 | -2 | -6
O=C(/C=C/C(=O)NCc1cccs1)NCc1cccs1 | -2 | -0.7 | 0.16 | 0.6 | -16 | -6 | 2.4 | -11 | 8
Cc1nonc1OCC(C)(COc1nonc1C)NC(=O)c1ccccc1 | 4 | 0.4 | 0.31 | 0.3 | -12 | -11 | 0.9 | 11 | -5
CCN(CC)S(=O)(=O)c1ccc(C(=O)NCCc2ccccn2)cc1 | 9 | 5.9 | 1.1 | 1.2 | -13 | -21 | 0.7 | 7 | 5
Cc1ccc(C)c(N(CC(=O)NC2CCCC2)C(=O)c2cc3cc4cc(C)ccc4nc3s2)c1 | 2[fluorescence artefact?] | 2.7 | nt | 0.6 | 5 | 5 | 2.4 | -2 | -2
CC1CCCCC12NC(=S)N(c1ccccc1)N2 (centres undefined) | 0 | 0.1 | 8.1* | 1.1 | 29 | -8 | 3.6 | -13 | 7
Cc1ccc(-c2nnn(CC(=O)O)n2)cc1 | 1[fluorescence artefact?] | 0.3 | 0.77 | 0.6 | -22 | -7 | -1.1 | 10 | -9
CSc1ccccc1NC(=O)CN(C)CC(=O)Nc1ccccc1F | 19 | 1.1 | 1.2 | 0.2 | -13 | -10 | 1.0 | -5 | 4
CCCCN1C(=S)NC[C@@H]1Cc1cccc2ccccc12 | -1 | -0.4 | -1.3 | nt | -3 | -9 | 1.2 | 15 | 10
Cc1ccc(C)c(NCC(=O)NNC(=S)Nc2ccccc2)c1 | -4 | 0.4 | 0.49 | 0.1 | 33 | 2 | -0.2 | -13 | -9
Cc1cc(Cl)c2ccc(Cl)cc2n1 | 1 | -0.9 | 0.076 | -0.1 | -29 | 1 | -1.4 | -4 | 0

Not a retest: entries from further up.
SMILES | eIF4E-4G inh | L929 necroptosis | Cl transport mod | PERK inhibitor | Calpain2 inh | EBV gp42 block | TNF death inh | Mdm2 ligase inh | Rad51 HR inh
CCCCN1C(=S)NC[C@@H]1Cc1cccc2ccccc12 | -1 | -0.4 | -1.3 | nt | -3 | -9 | 1.2 | 15 | 10
Cc1ccc(C)c(NCC(=O)NNC(=S)Nc2ccccc2)c1 | -4 | 0.4 | 0.49 | 0.1 | 33 | 2 | -0.2 | -13 | -9
Cc1cc(Cl)c2ccc(Cl)cc2n1 | 1 | -0.9 | 0.076 | -0.1 | -29 | 1 | -1.4 | -4 | 0

More records:
SMILES | eIF4E-4G inh | L929 necroptosis | Cl transport mod | PERK inhibitor | Calpain2 inh | EBV gp42 block | TNF death inh | Mdm2 ligase inh | Rad51 HR inh
O=c1c2cc(Cl)ccc2[nH]c(=S)n1Cc1ccco1 | -1 | -1.0 | 20* | 0.2 | -38 | 1 | -0.6 | -5 | 2
Cn1c(=O)c2c(nc(CN3CCCCC3)n2CCCc2ccccc2)n(C)c1=O | nt | -0.2 | -0.7 | -0.8 | nt | nt | -1.5 | nt | 4
O=C(Nc1nnc(-c2cccs2)s1)C1CC1 | 5 | 5.1 | 1.7 | 0.4 | -80 | -11 | 0.7 | -6 | 7
O=C1Nc2cc(Cl)c(Cl)cc2N(O)N1c1ccccc1 | -17[fluorescence artefact?] | 0.7 | nt | 0.3 | -18 | -12 | 0.2 | 3 | 16
C[C@@]12CCC=C[C@H]1[C@H](c1ccc3ccccc3c1Br)N(Cc1ccccc1)C2=O | -6 | 0.4 | 0.017 | nt | -18 | -8 | -4.2 | 3 | -1
FC(F)(F)c1cnc(COc2ccc(Cl)cc2Cl)c(Cl)c1 | -8 | -0.8 | -0.49 | 1.8 | 2 | -8 | 6.5 | 7 | nt
Cc1cc(NC(=O)c2cc(C)on2)no1 | 8 | 0.0 | nt | -1.3 | -9 | -15 | -1.6 | -6 | 7
Cc1ccccc1-n1c(C)nnc1SCC(=O)N1CC(=O)Nc2ccccc21 | 0 | 0.5 | 1.8 | -0.1 | -12 | -18 | 1.7 | 2 | 6
CC1=NN(c2ccc(C)cc2C)C(=O)C1C(c1ccccc1)C1C(=O)N(c2ccc(C)cc2C)N=C1C (centres undefined) | -17 | 0.2 | -0.46 | 0.7 | -38 | -19 | -0.6 | -3 | 4
COc1ccc(/C=C/C(=O)NC(=S)NNC(=O)c2cccnc2)cc1OC | 0[fluorescence artefact?] | 0.6 | -1.2 | 1.9 | -30 | -13 | -2.1 | -24 | -5
COc1ccc(S(=O)(=O)N[C@@H](Cc2ccc(Cl)cc2)C(=O)N2CC[C@@]3(O)CCCC[C@H]3C2)cc1 | 4 | -0.3 | -3.2 | -0.5 | -5 | -13 | -0.3 | -56 | -1
Cc1ccc(CNC(=O)Cc2cccs2)cc1 | 1 | -0.5 | 0.42 | 1.8 | -9 | -11 | 7.0 | -38 | 5
Cc1ccc(CNS(=O)(=O)c2cccc3nsnc23)cc1 | -2 | 4.4 | 0.78 | 0.5 | 0 | 5 | 0.5 | -10 | -11
CCCC(C(=O)NC1CCCCC1)N(CC1CCCO1)C(=O)CNS(=O)(=O)c1ccc(F)cc1 (centres undefined) | 2 | 0.0 | 0.88 | -0.7 | 18 | 6 | -0.7 | -12 | -11
Clc1ccc(CON/C=N/c2ncnc3sccc23)c(Cl)c1 | 5 | 0.0 | nt | -0.2 | -1 | -4 | -7.4 | -3 | -8
C=CCNCCOc1ccc(C(C)(C)c2ccccc2)cc1 | 0 | 0.4 | 0.008 | 0.3 | -5 | -13 | 1.0 | -14 | nt
O=C(Cn1nnc2ccccc21)c1ccc([N+](=O)[O-])cc1 | -7 | -0.6 | 0.62 | 1.2 | 19 | -9 | 0.9 | nt | 4

Compound activity: PubChem BioAssay, several laboratories
